Screening results from PubChem.
Wnt bcat act = Wnt/beta-catenin pathway activators, primary screen, cell-based, plate reader, single point; activation, % at 9.35 µM; AID 743398, 2014; Wnt/beta-catenin reporter cell assay, activator; hit rate 1.2% among 300,000; in the data active = activation above about 30%, passing the limit was not always enough;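 also: 0% = neutral control wells and 100% = positive control wells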
phage Ecoli inh = growth loss of phage-infected E. coli, primary screen, RecBCD inhibitor project, absorbance, with phage, HTS; inhibition, % at 11.9 µM; hit rate 0.26% among 360,000; AID 651602, 2012; in the data active = inhibition above about 11%
SR-BI HDL uptake = inhibitors of SR-BI mediated HDL lipid uptake, primary screen, ldlA[mSR-BI] cells, fluorescence, single point; Scavenger receptor class B member 1 (Mus musculus), Q61009; ldlA[mSR-BI] CHO cells, DiI-HDL uptake fluorescence, 3 h; inhibition, % at 12.5 µM; hit rate 0.96% among 320,000;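 active = mean replicate inhibition of at least 70% and a set share of replicates each scoring 70 or more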;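 also: 0% = median of neutral control wells and 100% = median of positive control wells; values of inactives mirror those of a sister screen read the other way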
Target sequence (Q61009 whole entry, looked up): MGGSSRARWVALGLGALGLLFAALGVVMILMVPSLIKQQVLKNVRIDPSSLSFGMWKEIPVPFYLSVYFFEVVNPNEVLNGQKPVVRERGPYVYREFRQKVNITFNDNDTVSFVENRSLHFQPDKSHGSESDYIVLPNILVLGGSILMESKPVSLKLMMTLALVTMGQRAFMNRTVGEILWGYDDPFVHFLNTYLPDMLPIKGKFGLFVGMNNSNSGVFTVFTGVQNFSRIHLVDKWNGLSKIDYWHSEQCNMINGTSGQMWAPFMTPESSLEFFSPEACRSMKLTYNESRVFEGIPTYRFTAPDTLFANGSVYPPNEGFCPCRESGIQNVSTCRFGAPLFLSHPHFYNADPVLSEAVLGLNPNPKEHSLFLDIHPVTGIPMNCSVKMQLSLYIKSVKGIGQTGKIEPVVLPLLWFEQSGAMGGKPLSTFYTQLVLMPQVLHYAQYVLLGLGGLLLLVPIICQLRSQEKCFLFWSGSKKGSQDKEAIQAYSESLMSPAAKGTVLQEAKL
E coli growth = E. coli V3065 growth inhibition, primary screen, counter-screen for AddAB inhibitor project, absorbance, OD600; 18 h; hit rate 0.27% among 330,000; inhibition, % at 11.9 µM;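 active = inhibition above the campaign's mean inhibition across all tested compounds plus 3 SD, cut at about 9.9% in these data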;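 also: uninfected addAB+ strain grown without phage in ampicillin broth; 0% = DMSO wells and 100% = ciprofloxacin 0.95 µg/ml wells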
MITF TRPM1 HTS = activators of MITF-driven TRPM1 promoter reporter, primary screen, cell-based, SK-MEL-5, luciferase, single point | AID 588334, 2011 | activation, % at 12.5 µM | SK-MEL-5 TRPM1-promoter luciferase, 24 h; % of positive control, neutral wells = 0 | hit rate 0.75% among 300,000;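 active = mean activation of at least 80% with every replicate also reaching 80%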;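 also: 0% = neutral control wells and 100% = parthenolide positive control wells; values of inactives mirror those of a sister screen read the other way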
Tat export inh = E. coli Tat export inhibitors, primary screen, MC4100, TorA-mCherry reporter, fluorescence, single point; inhibition, % at 10 µM; hit rate 0.036% among 340,000; AID 488895, 2010;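 active = mean replicate inhibition at least 50% and at least half of replicates individually reaching 50%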;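 also: exported cargo escapes ClpAP degradation while cytoplasmic cargo is degraded and loses fluorescence; 0% = median of neutral control wells and 100% = median of NaSCN control wells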
CAL PDZ FP-1 = CAL PDZ peptide-binding inhibitors, primary screen, biochemical, fluorescence polarization, Cer-tagged CAL PDZ, HTS. Golgi-associated PDZ and coiled-coil motif-containing protein (Homo sapiens), Q9HD26. purified CAL PDZ, TMR-peptide fluorescence polarization, 1 h. inhibition, % at 20 µM. hit rate 0.02% among 330,000. AID 504414, 2011;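 active = highest replicate inhibition of at least 40%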;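 also: plate controls were DMSO neutral control wells for no effect and unlabeled competitor peptide control wells for full effect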
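Read-out basis: mP drop reported as inhibition | Assay system: Tagged CAL PDZ protein CerCALP, purified | Benchmarks: Unlabelled peptide for full inhibition, DMSO wells as neutral | Schedule: 1 h incubation at room temperature before polarization reading | Buffer or medium: Sodium phosphate/NaCl buffer pH 7.4 with TCEP, IgG, Thesit | Doses: Single point, 20 µM | Measured by: Fluorescence polarization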
CAL PDZ FP-2 = untagged CAL PDZ binding inhibitors, primary screen, biochemical, fluorescence polarization, HTS | Golgi-associated PDZ and coiled-coil motif-containing protein (Homo sapiens), Q9HD26 | inhibition, % at 24.9 µM | purified CAL PDZ, TMR-peptide fluorescence polarization, 1 h | hit rate 0.92% among 300,000 | AID 602252, 2012;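 active = mean inhibition of at least 30% with at least half of replicates also reaching 30%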;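 also: 0% = DMSO neutral control and 100% = excess unlabeled competitor peptide PRC23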
SR-BI uptake up = activators of SR-BI mediated DiI-HDL uptake, primary screen, ldlA[mSR-BI] CHO cells, DiI fluorescence; activation, % at 12.5 µM; 3 h; 100 = double the neutral-control signal; hit rate 0.096% among 320,000;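 active = mean replicate activation of at least 60% and every replicate at or above 60%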;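 also: 0% = median plate neutral-control signal and 100% = twice that signal; values of inactives mirror those of a sister screen read the other way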
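Material: SR-BI-overexpressing, LDLR-lacking CHO cells | Dosing: Single compound concentration, delivered by pin transfer | Probe or stimulus: Labelled HDL, 10 µg/mL | Signal: Bottom-read cell fluorescence after medium removal, ex 550/em 595 nm | Schedule: 3 h, 37 °C | Evaluation: HDL uptake via cellular fluorescence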
AddAB inh = growth inhibition of E. coli expressing H. pylori AddAB, primary screen, AddAB inhibitor project, absorbance | inhibition, % at 11.9 µM | hit rate 0.29% among 330,000; in the data active = inhibition above about 12%;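 also: 0% = vehicle wells of infected cells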
* hit, by the source's call; . = no result given.

The first 2 records, ahead of the listing:
SMILES | Wnt bcat act | phage Ecoli inh | SR-BI HDL uptake | E coli growth | MITF TRPM1 HTS | Tat export inh | CAL PDZ FP-1 | CAL PDZ FP-2 | SR-BI uptake up | AddAB inh
Cn1cc(SCC(=O)Nc2nc3ccccc3s2)c2ccccc21 | . | 1.5 | -14 | 2.7 | -4 | 6 | -0.2 | -3 | 14 | 1.5
COC(=O)c1ccc(CSc2nc3ccc(Cl)cc3[nH]2)o1 | 10 | 1.7 | 2 | -0.9 | -1 | 10 | -1.6 | -7 | -2 | 0.4

This part in full (from the top)
SMILES | Wnt bcat act | phage Ecoli inh | SR-BI HDL uptake | E coli growth | MITF TRPM1 HTS | Tat export inh | CAL PDZ FP-1 | CAL PDZ FP-2 | SR-BI uptake up | AddAB inh
Cn1cc(SCC(=O)Nc2nc3ccccc3s2)c2ccccc21 | . | 1.5 | -14 | 2.7 | -4 | 6 | -0.2 | -3 | 14 | 1.5
COC(=O)c1ccc(CSc2nc3ccc(Cl)cc3[nH]2)o1 | 10 | 1.7 | 2 | -0.9 | -1 | 10 | -1.6 | -7 | -2 | 0.4
CN(C)C(=O)CN1CCN(c2nc3nonc3nc2N2CCCCC2)CC1 | -1 | 3.6 | -10 | 0.8 | -40 | -2 | -2.7 | -3 | 10 | 0.5
O=S(=O)(c1ccc(F)c(F)c1F)N1CCN(C(=S)NCc2ccccc2)CC1 | 0 | 3.7 | -2 | 1.4 | -9 | 3 | -0.7 | 2 | 2 | 1.1
COc1ccc(-c2cc(C(=O)N3CCN(c4ccccc4)CC3)c3ccccc3n2)cc1OC | . | 2.1 | 18 | 0.6 | . | 11 | 0.0 | . | -18 | 2.9
Cc1cc2oc(=O)cc(-c3ccccc3)c2c(C)c1-c1ccc(C#N)cc1 | -1 | 1.7 | 82* | 3.2 | -1 | -2 | -0.5 | -5 | -82 | 0.9
COc1cc(NS(=O)(=O)c2ccc(Br)cc2)c(OC)cc1NC(=O)c1ccco1 | . | 0.9 | 16 | -2.2 | . | 9 | -0.5 | . | -16 | 2.3
CN(C(=O)c1ccc(C#N)cc1)c1nnc(-c2cnccn2)s1 | 3 | 0.5 | . | -0.4 | 10 | 14 | -0.1 | 2 | . | 1.2
CCOc1ccccc1NC(=O)NCCN1CCCCC1 | -2 | 2.9 | -12 | -1.0 | . | -3 | 0.2 | -4 | 12 | 3.5
CSc1nnc(C)c(=O)n1COC(=O)COc1ccccc1F | 17 | 0.8 | . | 1.4 | -2 | 2 | -1.7 | 1 | . | 2.9
Cc1ccc(CN2CCN(/N=C/c3cc(Br)cc(Br)c3O)CC2)cc1 | . | -0.5 | -5 | -0.1 | 1 | 13 | -2.3 | -1 | 5 | 0.7
Cc1ccc(CSCC(=O)Nc2cc(S(=O)(=O)N3CCOCC3)ccc2OC(C)C)cc1 | -1 | -2.8 | -10 | 0.0 | -2 | 15 | -1.3 | . | 10 | 0.1
CCOC(=O)C1=C(C)NC(=S)NC1c1cccs1 (centres undefined) | . | 2.8 | 22 | -0.1 | -2 | -2 | -1.7 | -2 | -22 | 0.0
CCOC(=O)/C=C1\CC(=O)Nc2cc(C)c(C)cc2N1 | . | 1.3 | 26 | -1.5 | -3 | -8 | 0.0 | -5 | -26 | 0.1
COc1ccc(CCNC(=O)C(=O)NCC2OCCN2S(=O)(=O)c2cccs2)cc1 (centres undefined) | 0 | 1.2 | 8 | -0.6 | 5 | 1 | 0.1 | -1 | -8 | 0.4
COC(=O)CN(c1ccccc1[N+](=O)[O-])S(=O)(=O)c1ccccc1 | -3 | 5.0 | 10 | -1.5 | -10 | -1 | . | -5 | -10 | 0.2
O=S1(=O)N=C2CCCN2C(c2ccc(F)cc2)N1 (centres undefined) | 4 | 1.6 | -11 | -2.2 | . | 2 | -1.0 | -2 | 11 | 0.1
c1ccc2c(c1)nc(N1CCOCC1)c1nncn12 | -1 | 3.5 | -3 | 2.7 | 2 | 5 | -2.2 | -3 | 3 | -3.0
CCC(C)NC(=O)C1c2cc(OC)c(OC)cc2C(=O)N(C)C1c1ccc(OC)cc1 (centres undefined) | -5 | 0.4 | -24 | 1.0 | 5 | -7 | 0.2 | -4 | 24 | -0.6
COc1ccccc1C(=O)NC(CCSC)C(=O)OCC(=O)N1CCCC1=O (centres undefined) | 0 | 0.3 | -9 | 0.9 | -3 | -6 | 0.9 | -1 | 9 | 3.7
COc1ccc(CCNC(=O)CN(c2ccccc2OC)S(C)(=O)=O)cc1 | . | 2.4 | 3 | 0.0 | . | -7 | -0.9 | -4 | -3 | -0.7
Oc1ccc(Cl)cc1Cc1cc(Cl)ccc1O | -4 | 13* | 24 | 12* | -3 | 0 | -0.4 | -1 | -12 | 13*
Oc1c(CN2CCCCC2)cc(COCc2ccccc2)c2cccnc12 | 15 | 8.5 | 13 | 0.6 | -87 | 16 | -1.6 | -1 | -13 | 2.3
O=C(NCc1ccncc1)c1nnc(Cc2c(F)cccc2Cl)o1 | . | 0.0 | -13 | -1.5 | 2 | -4 | -0.4 | -3 | 13 | 1.5
Clc1ccc(-c2noc(CCCc3ccccc3)n2)cc1 | 2 | 1.6 | -3 | -1.8 | . | 4 | -0.2 | -1 | 3 | 4.2
CCC1CCCCN1C(=O)c1ccc(OC)c(OC2CCN(C(C)C)CC2)c1 (centres undefined) | -1 | 0.0 | -10 | 1.1 | -4 | -2 | -0.8 | -7 | 10 | 2.0
CCn1c(SCC(=O)Nc2nncs2)nnc1-c1ccco1 | 1 | 2.5 | . | -0.8 | -7 | 1 | -1.0 | 4 | . | 2.9
CCN(CC)CCN(C(=O)c1ccc(Br)s1)c1nc2cc3c(cc2s1)OCCO3 | 20 | 0.8 | . | 2.7 | 14 | -5 | -2.8 | . | . | 1.5
CCn1c(SCC(=O)c2ccccc2)nc2sc3c(c2c1=O)CCN(C)C3 | 5 | 0.6 | -7 | -2.0 | -2 | 5 | -4.5 | -2 | 7 | -0.9
O=C(Nc1nccs1)c1ccc(CSc2nnnn2-c2ccccc2)cc1 | . | 3.3 | -3 | 1.5 | 19 | 0 | -4.0 | . | 3 | 3.8
COc1ccc2nc(NC(=O)CSc3nccc(C)n3)sc2c1 | 2 | 5.0 | 6 | 2.2 | . | -5 | . | -7 | -6 | 1.5
NC(=O)CC(NC(=O)Cc1cccc2ccccc12)c1ccc(N2CCC(N3CCCC3)CC2)c([N+](=O)[O-])c1 (centres undefined) | -3 | -0.3 | 1 | -1.2 | 1 | 9 | -0.6 | 7 | -1 | -0.3
COc1ccc(CCC(=O)Nc2cccc(S(=O)(=O)N3CCCC3)c2)cc1OC | -3 | 1.4 | 65 | -2.4 | -5 | 0 | 0.1 | -2 | -65 | 2.8
Cc1ccccc1NC(=O)c1c([N+](=O)[O-])cnn1C | 2 | -1.9 | -11 | 0.1 | -15 | 1 | 0.7 | -1 | 11 | -0.2
COc1ccc(Cl)cc1NC(=O)C/C(C)=N/NC(=O)Cc1ccccc1 | -3 | 3.8 | 60 | -2.3 | -1 | -3 | -1.7 | -2 | -60 | 2.0
N#CC(C#N)=C1C=CC=CN1/C(=C\c1ccco1)C(=O)c1ccccc1 | -40 | 2.8 | 54 | 0.0 | -103 | -13 | -0.2 | -1 | -54 | 2.1
C=CCNC(=O)c1ccc(N(Cc2ccccc2)S(C)(=O)=O)cc1 | -2 | -0.1 | 25 | 3.0 | . | 3 | -1.2 | -5 | -25 | 2.5
CC(C)C(c1nnnn1CCc1ccccc1)N1CCSCC1 (centres undefined) | 0 | 2.6 | -22 | -17 | -12 | 0 | 0.2 | -1 | 22 | 3.2
CCOCCCNC(=O)C(c1ccc(Cl)cc1)N(Cc1cccs1)C(=O)CNC(C)=O (centres undefined) | -5 | 0.1 | -11 | 0.9 | -1 | 0 | 0.0 | 1 | 11 | 3.0
O=C(Nc1nnc(SCCC2OCCO2)s1)C1CC(=O)N(c2ccccc2)C1 (centres undefined) | 0 | 0.9 | -5 | -0.6 | 3 | -2 | -0.6 | . | 5 | 2.6
COCCNC(=O)Cn1nc(Cc2ccncc2)c2ccccc2c1=O | 0 | 2.5 | -14 | -0.5 | 7 | -6 | -1.2 | 10 | 14 | 0.3
O=C(O)CSc1nnc2n(-c3ccccc3)c(=O)c3ccccc3n12 | -2 | 0.4 | -19 | 3.5 | 5 | 2 | -2.0 | -1 | 19 | 4.4
O=C(COC(=O)/C=C/c1ccco1)Nc1ncc(Cl)cc1Cl | . | 4.5 | 0 | -3.0 | -11 | 0 | -1.8 | -3 | 0 | -1.5
COc1cccc(C2C(C(=O)Nc3ccc(C)cc3C)=C(C)Nc3ncnn32)c1OC (centres undefined) | 6 | 0.9 | -13 | 0.2 | -5 | 3 | -0.2 | . | 13 | 2.1
CCOc1ccc(Cn2nnc(-c3ccc(S(C)(=O)=O)cc3)n2)cc1OCC | -3 | 2.4 | -6 | -2.5 | 3 | 1 | 0.0 | 0 | 6 | 0.5
O=C(CNC(=S)N(Cc1ccccc1)Cc1ccccc1F)NCCc1ccccc1 | 0 | -1.5 | 21 | 1.5 | 5 | 8 | -0.8 | -5 | -21 | 1.1
CCOc1ccc(Cl)cc1CNCCCSc1ncccn1 | 9 | 3.7 | -23 | -0.8 | -4 | -3 | 3.7 | 70* | 23 | 2.0
CCN1C(=O)C(=O)N(CC(=O)N(C)CC(=O)Nc2ccccc2C(F)(F)F)C1=O | -2 | 3.6 | -43 | 0.8 | 6 | 2 | 0.4 | 0 | 43 | 3.2
Cc1[nH][nH]c(=O)c1C=NCc1cccc(C(F)(F)F)c1 | -5 | 3.2 | -26 | 2.0 | -16 | -4 | -1.4 | -4 | 26 | 2.9

Three entries out of the list, arranged by heavy-atom count, descending:
SMILES | Wnt bcat act | phage Ecoli inh | SR-BI HDL uptake | E coli growth | MITF TRPM1 HTS | Tat export inh | CAL PDZ FP-1 | CAL PDZ FP-2 | SR-BI uptake up | AddAB inh
COc1cccc(C2C(C(=O)Nc3ccc(C)cc3C)=C(C)Nc3ncnn32)c1OC (centres undefined) | 6 | 0.9 | -13 | 0.2 | -5 | 3 | -0.2 | . | 13 | 2.1
CCN1C(=O)C(=O)N(CC(=O)N(C)CC(=O)Nc2ccccc2C(F)(F)F)C1=O | -2 | 3.6 | -43 | 0.8 | 6 | 2 | 0.4 | 0 | 43 | 3.2
Cc1[nH][nH]c(=O)c1C=NCc1cccc(C(F)(F)F)c1 | -5 | 3.2 | -26 | 2.0 | -16 | -4 | -1.4 | -4 | 26 | 2.9
